# HT1080NT lethal – kills 2HG-producing HT-1080-NT fibrosarcoma cells; HT-1080-NT fibrosarcoma viability, CellTiter-Glo ATP luminescence, 48 h; Potency, µM (doses to about 46.1 µM), inactives show at the highest dose activity, negative = less viability, usual class: cytotoxic; hit rate 1.6% among 360,000;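 also: NT is the 2HG producing partner of a matched IDH1 knockdown line; potency is read from the fitted curve at half-maximal effect; 0% = DMSO-treated cells and -100% = media-only wells without cells; nearly all actives have a fitted effect of over 55% in size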
#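 Read-out is CellTiter-Glo luminescence after 10 minutes at room temperature, following 48 hours' compound treatment of HT-1080-NT cells (750 cells/well, RPMI, 5% FBS, 37 degrees C).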
# D3 ag – D3 dopamine receptor (human) agonism; P35462; D3R DiscoveRx beta-arrestin cells, luminescence, 90 min; max activation, %; hit rate 0.58% among 410,000; AID 652048; in the data active = max activation above about 30%; also: 0% is about no effect; mostly tested at two doses, the higher about 12 µM
# Target sequence (P35462 whole entry, looked up): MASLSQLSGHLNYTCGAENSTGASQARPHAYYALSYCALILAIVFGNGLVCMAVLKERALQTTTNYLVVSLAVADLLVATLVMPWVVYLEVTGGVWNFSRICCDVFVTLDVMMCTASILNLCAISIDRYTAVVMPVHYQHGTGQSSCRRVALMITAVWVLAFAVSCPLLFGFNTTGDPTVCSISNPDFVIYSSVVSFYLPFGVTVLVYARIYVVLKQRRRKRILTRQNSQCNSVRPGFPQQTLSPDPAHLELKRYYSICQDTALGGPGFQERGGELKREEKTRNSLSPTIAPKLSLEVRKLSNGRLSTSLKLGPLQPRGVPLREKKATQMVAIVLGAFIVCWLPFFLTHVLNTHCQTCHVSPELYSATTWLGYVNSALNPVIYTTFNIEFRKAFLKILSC
#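 Agonist mode: compounds and dopamine controls were applied to plated cells for 90 min at 37 degrees C after an overnight attachment at 1500 cells/well. Luminescent read-out followed 30 - 60 minutes at room temperature with DiscoveRx detection reagent.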
# KB-V1 cytotox – kills drug-selected multidrug resistant KB-V1 cells | KB-V1 MDR cells viability, CellTiter-Glo, 72 h | Potency, µM (doses to about 46.1 µM), without a hit: at the top dose activity change, negative = cytotoxicity, usual class: cytotoxic | AID 1347076 | hit rate 3.4% among 400,000; also: potency is read from the fitted curve at half-maximal effect; % is scaled to controls: 0 for no effect and ±100 for the full control effect; nearly all actives have a fitted effect of over 60% in size
#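 In this primary screen, KB-V1 cells overexpressing P-gp are incubated with library compounds (lowest to highest concentration) for 72 h at 37 degrees C before a luminescent ATP viability read.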
# GLP-1R agonist – activates the human GLP-1 receptor | Potency, µM (doses to about 45.6 µM), for the others: top-dose activation, hits mostly activators | HEK293 GLP-1R CRE-luciferase, luminescence, 4-6 h; cells express a hypersensitive GLP-1R form | hit rate 0.007% among 380,000; also: potency is read from the fitted curve at half-maximal effect; % of control where 0% means no effect
# Target sequence (P43220 whole entry, looked up): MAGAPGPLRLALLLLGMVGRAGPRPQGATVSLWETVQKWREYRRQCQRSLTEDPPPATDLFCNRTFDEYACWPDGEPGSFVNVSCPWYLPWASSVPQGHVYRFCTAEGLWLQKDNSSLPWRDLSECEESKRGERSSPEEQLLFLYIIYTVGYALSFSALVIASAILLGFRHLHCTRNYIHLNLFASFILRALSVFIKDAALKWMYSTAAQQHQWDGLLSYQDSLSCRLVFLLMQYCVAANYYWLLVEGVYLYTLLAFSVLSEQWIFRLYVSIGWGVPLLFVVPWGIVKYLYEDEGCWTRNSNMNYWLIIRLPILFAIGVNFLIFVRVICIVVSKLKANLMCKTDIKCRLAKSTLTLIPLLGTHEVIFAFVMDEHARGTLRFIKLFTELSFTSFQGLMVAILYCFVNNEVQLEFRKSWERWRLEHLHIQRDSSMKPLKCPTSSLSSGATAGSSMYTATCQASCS
# HT1080 IDH1KD tx – HT-1080 IDH1 knockdown cell toxicity (counter line). HT-1080 IDH1 knockdown viability, ATP luminescence, 48 h. Potency, µM (doses to about 46.1 µM), inactives show top-dose activity, negative = toxicity, actives largely listed as cytotoxic. hit rate 2% among 360,000. AID 686971;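 also: potency is read from the fitted curve at half-maximal effect; 0% = DMSO wells and -100% = cell-free medium wells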
#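 Knockdown cells (IDH1KD HT-1080) received compounds 2 h after plating at 750 cells/well and were kept 48 h at 37 °C in 5% FBS RPMI. A CellTiter-Glo luminescence read gave % activity for curve fitting.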
# KB-3-1 cytotox – KB-3-1 parental cell cytotoxicity | KB-3-1 viability, CellTiter-Glo ATP luminescence, 72 h | Potency, µM (series often up to 46.1 µM), inactives show top-dose activity change, negative = cytotoxic, actives largely listed as cytotoxic | hit rate 1.4% among 400,000; also: potency is read from the fitted curve at half-maximal effect; % is scaled to controls: 0 for no effect and ±100 for the full control effect; nearly all actives have a fitted effect of over 60% in size
#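 Screening of KB-3-1 cells (DMEM, 10% FBS, phenol-red free) ran from lowest to highest compound concentration; after 72 h at 37 °C viability was read luminescently and curves fitted.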
# IL1B secr inh – inflammasome signaling inhibition, IL-1 beta readout. THP-1 LPS/ATP IL-1B secretion, AlphaLISA, 16 h; active compounds read low. activity change, % at 57.5 µM. hit rate 4.7% among 360,000; in the data active = activity change below about -50%; inconclusive = mostly about -30% to -49%; also: % is scaled to controls: 0 for no effect and ±100 for the full control effect
#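 THP-1 cells pretreated 1 hr with compounds (up to 57.5 uM final), then stimulated with LPS (250 ng/mL final) plus ATP (1.25 mM final); secreted IL-1B measured by AlphaLISA after 16 hr, decreased signal indicating inhibition.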
# D3 antag – blocks the human D3 dopamine receptor; AID 652054; max response, negative = inhibition, %; P35462; D3R cells, DiscoveRx beta-arrestin luminescence, antagonist mode; active compounds read low; hit rate 2.5% among 360,000; in the data active = max response below about -50%; inconclusive = no clear call, values can overlap the other calls; also: % is scaled to controls: 0 for no effect and ±100 for the full control effect; mostly tested at two doses, the higher about 12 µM
#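 Cells expressing the human receptor were seeded at 1500 cells/well, incubated overnight at 37 degrees C in 5% CO2, then exposed to library compounds with dopamine controls for 90 minutes at 37 degrees C before luminescent detection.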
# SW480 rerep – induces DNA re-replication in SW480 colon adenocarcinoma cells | SW480 DNA re-replication, Hoechst DNA content imaging, 48 h | Potency, µM (series often up to 46.1 µM), for the others: at the highest dose re-replication activation, actives largely listed as activators | hit rate 1.8% among 340,000; also: potency is read from the fitted curve at half-maximal effect; % of control where 0% means no effect; nearly all actives have a fitted effect of over 55% in size
#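 Per well, 250 cells were exposed to pinned compound for 48 hr. Nuclear DNA was visualised with Hoechst (40 min, 37 C) and total object intensity recorded by fluorescence scanning.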
# * = called active by the depositor; ? = inconclusive; . = not tested or not shown; [ ] = dose if it differs, or a comment. Unless noted, calls follow the shape of the dose curve; as a rule, active = well fitted curve in the direction sought with a large enough effect; inconclusive = small, poorly fitted or top-dose-only effect, or another doubt; inactive = no such curve, though single readings can be large; an effect the other way counts as inactive or inconclusive.
# Fields: HT1080NT lethal	D3 ag	KB-V1 cytotox	GLP-1R agonist	HT1080 IDH1KD tx	KB-3-1 cytotox	IL1B secr inh	D3 antag	SW480 rerep
- COCC(=O)NC1CCCCCC1
    18%	4	?	10%	16%	9%	-11	9	-14%
- O=C(O)c1cc(NN=Nc2cccc(S(=O)(=O)O)c2)cc([N+](=O)[O-])c1
    9%	-1	10%	-4%	0%	4%	5	-19	-7%
- O=C(O)c1cccc(NC(=S)NC(=O)c2ccc3ccccc3c2)c1
    -1%	-8	7%	-6%	-1%	1%	43	-14	-11%
- S=C(/N=c1/sccn1Cc1ccccc1)NC1CC1
    -13%	-4	3%	7%	-9%	-1%	8	-1	0%
- O=C(CN1CCN(c2ccccc2)CC1)Nc1nnc(-c2ccccc2)s1
    -2%	0	1%	0%	-1%	-8%	7	10	2%
- CC(=O)c1c(C)nc2ccc(Br)cc2c1C(=O)O
    13%	-7	0%	-1%	1%	-14%	10	-16	-13%
- O=C(Nc1cccc(F)c1)c1ccc(Br)o1
    7%	14	?	18%	15%	6%	-4	23	-11%
- COc1cccc(NC(=O)Nc2nc(SC)ns2)c1
    ?	0	?	-5%	?	-18%	-98*	6	?
- NC(=O)c1cccc([N+](=O)[O-])c1
    ?	10	13%	-1%	9%	0%	9	5	1%
- COc1ccc(N2C(=O)C3CCCN3C2c2ccccc2F)cc1 (stereo not drawn)
    5%	0	-17%	22%	4%	-16%	6	3	-8%
- Cc1ccc(CNCc2cccn2-c2nnc(N3CCCC3)s2)cc1
    .	-10	?	5%	.	-11%	.	.	.
- O=C(Nc1ccc2oc(-c3ccncc3)nc2c1)c1ccc(F)cc1
    -3%	-9	-1%	9%	-9%	-18%	-7	5	-1%
- Cc1ccc(S(=O)(=O)NCCN2CCN(S(=O)(=O)c3ccccc3Cl)CC2)cc1
    -5%	-1	2%	11%	-3%	-4%	1	-5	-9%
- Cc1cc(C)cc(NCc2cc(=O)oc3cc(-c4ccccc4)c(O)cc23)c1
    8%	-1	?	-9%	8%	2%	9	8	2%
- CN(Cc1ccncc1)C(=O)[C@@H]1CCCN1C(=O)[C@@H]1CCCN1
    1%	0	-10%	7%	0%	2%	-7	15	.
- Cc1cc(C)c(S(=O)(=O)n2cnc3ccccc32)c(C)c1
    -1%	1	-1%	-1%	-2%[9.24 µM]	-7%	34	-14	-11%
- CCOC(=O)N1CCN(C(=O)c2cc(OCC)c(OCC)c(OCC)c2)CC1
    -5%	5	?	0%	6%	-3%	15	-16	-22%
- Cc1ccc(C(=O)n2nc(-n3cccc3)c3c(C)cc(C)nc32)cc1
    -15%	3	8%	-6%	0%	-1%	13	51	-15%
- CC(C)(C)c1[nH]nc2c1C(c1ccc(OC(=O)c3ccco3)cc1)C(C#N)=C(N)O2 (stereo not drawn)
    -6%	-7	5%	-2%	-2%	2%	11	-10	-2%
- OCCC1CN(Cc2ccon2)CCN1CCc1ccccc1 (stereo not drawn)
    2%	-10	-5%	0%	2%	6%	17	-19	-26%[1.84 µM]
- Fc1ccc(CN2CCCCCCC2)cc1
    -3%	0	-5%	-9%	-2%	-5%	16	-26	0%
- CCCNC(=O)C1(C)CCN(C(=O)c2cc(C)n(C(C)(C)C)n2)C1 (stereo not drawn)
    10%	-3	-3%	7%	7%	0%	26	-20	.
- O=C(CCCc1nc2ccccc2s1)N1CCN(c2ccccc2F)CC1
    -1%	3	-4%	15%	-3%	-20%	91	4	0%
- Cc1nc(SCC(=O)Nc2ccccc2Cl)c2c(C)c(C)sc2n1
    -7%	8	4%	10%	-17%	?	2	25	2%
- O=C(CSc1n[nH]c(=O)n1Cc1ccco1)c1ccc(F)cc1
    -2%	8	-4%	1%	-4%	-12%	-6	-7	9%
- COc1ccc(OCc2cc(C(=O)NC3CCc4ccccc43)no2)c(Cl)c1 (stereo not drawn)
    -3%	-15	.	-6%	-12%	.	7	0	-2%
- CCC(=O)NC(c1cc(Cl)c2ccccc2c1O)C1CC1 (stereo not drawn)
    .	.	8%	-2%	.	-10%	.	.	-19%
- CCOC(=O)/C(=N\Nc1ccc(Cl)cc1)c1csc(Nc2ccccc2)n1
    ?	0	-26%	-4%	?	-26%	-73*	5	?
- COCC(C)NC(=S)NCCc1ccc(Cl)cc1Cl (stereo not drawn)
    -10%	-6	?	-2%	-9%	3%	-6	-20	?
- O=C(c1cccc(S(=O)(=O)N2CCCCC2)c1)N1CCN(S(=O)(=O)c2ccc(F)cc2)CC1
    -9%	7	-29%	0%	5%	-17%	4	66	-3%
- Cc1cccc(NC(=O)CC2NCCNC2=O)c1 (stereo not drawn)
    8%	0	15%	-5%	6%	-1%	8	10	3%[9.22 µM]
- CC(Oc1ccc(Cl)cc1)C(=O)N(C)CC(=O)Nc1ccc(N2CCOCC2)cc1 (stereo not drawn)
    -3%	0	?	0%	-1%	-13%	10	2	-2%
- CCOc1cccc(N(C(=O)c2ccco2)C(C(=O)NC2CCCC2)c2cccnc2)c1 (stereo not drawn)
    21%	-3	?	6%	29%	12%	-2	2	0%
- O=C(Nc1ccc(F)c(Cl)c1)c1cc(C2CCCCN2C(=O)CCc2ccccc2)on1 (stereo not drawn)
    -1%	-10	-2%	2%	-15%	0%	-20	-2	.
- CC(=O)Nc1ccc2c(c1)CN(c1cc(C)ccc1C)CO2
    -4%	-4	-25%	2%	-9%	2%	0	-16	.
- COc1ccccc1CN(C)C(=O)c1cc(-c2cc(OC)c(OC)c(OC)c2)nc2ccccc12
    15µM*	14	?	14%	18µM*	-5%	?	33	-2%
- CCC(=O)Nc1ccc(N2CCCCC2)c(C(=O)Nc2ccccc2C)c1
    7%	2	12µM*	-3%	0%	-1%	11	-29	-6%
- CCC1NC(=O)c2cc3ccccc3cc2-n2c1nc1ccc(F)cc1c2=O (stereo not drawn)
    4%	2	-16%	-5%	7%	-16%	-17	-10	.
- CCC(=O)NCCc1nc(-c2ccccc2)no1
    11%	-4	11%	6%	10%	12%	9	5	-10%
- Cc1ccnc(OC(C(=O)O)C(OCCc2ccccc2)(c2ccccc2)c2ccccc2)n1 (stereo not drawn)
    -4%	-5	4%	-1%	-11%	-3%	30	-17	-16%

# Some of the entries so far, as tab-separated lines.
mol	HT1080NT lethal	D3 ag	KB-V1 cytotox	GLP-1R agonist	HT1080 IDH1KD tx	KB-3-1 cytotox	IL1B secr inh	D3 antag	SW480 rerep
CC(=O)Nc1ccc2c(c1)CN(c1cc(C)ccc1C)CO2	-4%	-4	-25%	2%	-9%	2%	0	-16	.
COc1ccccc1CN(C)C(=O)c1cc(-c2cc(OC)c(OC)c(OC)c2)nc2ccccc12	15µM*	14	?	14%	18µM*	-5%	?	33	-2%
CCC(=O)Nc1ccc(N2CCCCC2)c(C(=O)Nc2ccccc2C)c1	7%	2	12µM*	-3%	0%	-1%	11	-29	-6%
CCC1NC(=O)c2cc3ccccc3cc2-n2c1nc1ccc(F)cc1c2=O (stereo not drawn)	4%	2	-16%	-5%	7%	-16%	-17	-10	.

# (further entries)
# Fields: HT1080NT lethal	D3 ag	KB-V1 cytotox	GLP-1R agonist	HT1080 IDH1KD tx	KB-3-1 cytotox	IL1B secr inh	D3 antag	SW480 rerep
- COc1ccccc1N1CCN(C2CCCN(C(=O)CCC(=O)N(C)C)C2)CC1 (stereo not drawn)
    4%	-5	0%	-11%	5%	9%	10	16	4%
- COc1ccccc1NC(=O)N(O)C1(C#N)CCCCC1
    4%	3	0%	-1%	10%	12%	-12	2	-5%
- O=C(N/N=C/c1ccccc1O)c1ccc2c(c1)OCO2
    ?	1	-26%	11%	?	?	93	1	?
- CC(C)[C@H](NC(=O)c1ccccc1F)C(=O)NC1CCCCCCC1
    0%	2	.	-4%	2%	.	11	2	-3%
- CSCC[C@H](NC(=O)[C@@H]1CSC2c3ccccc3C(=O)N21)C(=O)NC1CCCC1 (stereo partly drawn)
    0%	1	-2%	0%	1%	6%	-4	2	2%
- COc1ccc(-c2nn(-c3ccccc3)cc2C(N)=O)cc1OC
    12%	8	-3%	11%	2%	-1%	-11	1	0%
- COCC(C)n1c(C)cc(C(=O)COC(=O)CNC(=O)c2ccccc2)c1C (stereo not drawn)
    8%	2	?	-3%	0%	-2%	-11	3	-41%[inhibitor]
- CCn1c(SCC(=O)Nc2sc3c(c2C(N)=O)CCC(C)C3)nnc1-c1ccco1 (stereo not drawn)
    -4%	4	-2%	3%	0%	13%	?	2	0%
- O=C(Nc1ccccn1)c1ccc2ccccc2n1
    -12%	1	-11%	-2%	-6%	-20%	22	4	-1%[9.22 µM]
- C[C@H](NC(=O)c1nc[nH]c1C(=O)NCCCCCNC(=O)OC(C)(C)C)C(=O)OC(C)(C)C
    -13%	24	23µM*	-1%	-19%	-11%	3	-15	-7%
- CC(C)=CC(=O)N1CCC(N2CCC(C(=O)N3CCOCC3)CC2)CC1
    -2%	-1	15%	-1%	8%	0%	10	6	?
- CCN(CC)c1ccc2c(Cl)c(Br)c(=O)oc2c1
    18µM*	-5	?	-29%	21µM*	?	-100*	-28	?
- Cc1ccc(C(=O)Nc2ccc(C(F)(F)F)n(C)c2=O)cc1
    15%	-3	-22%	7%	16%	12%	35	-7	-1%
- NC(=O)CC(NC(=O)Cc1ccc(Cl)cc1)c1ccc(N2CCC(Cc3ccccc3)CC2)c([N+](=O)[O-])c1 (stereo not drawn)
    -20%	2	-11%	-2%	-23%	-4%	23	-22	1%
- CC(NC(=O)COc1ccc(Oc2ccccc2)cc1)C(=O)O (stereo not drawn)
    2%	1	-10%	-9%	-3%	-4%	3	17	-7%
- CC1CCCCC12NC(=O)N(CC(=O)Nc1ccccc1F)C2=O (stereo not drawn)
    0%	-6	?	6%	-4%	-2%	4	0	17%
- CC(=O)c1c(C)[nH]c(C(=O)OCC(=O)Nc2c(C)cccc2C)c1C
    -14%	-2	7%	6%	?	?	44	2	-10%
